# Compound activity (PubChem)
# GSTO1 inh: GSTO1 inhibition, counter-screen for RBBP9 inhibitors; 300,000 tested, 1.1% active; P78417; recombinant GSTO1, activity-based probe fluorescence polarization; inhibition, % at 5.96 µM;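 active means inhibition above the campaign mean inhibition plus 3 SD, cut at about 35% in these data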;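 further: 0% = GSTO1-1 with DMSO and 100% = wells lacking GSTO1-1 enzyme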
# Target sequence (P78417 whole entry, looked up): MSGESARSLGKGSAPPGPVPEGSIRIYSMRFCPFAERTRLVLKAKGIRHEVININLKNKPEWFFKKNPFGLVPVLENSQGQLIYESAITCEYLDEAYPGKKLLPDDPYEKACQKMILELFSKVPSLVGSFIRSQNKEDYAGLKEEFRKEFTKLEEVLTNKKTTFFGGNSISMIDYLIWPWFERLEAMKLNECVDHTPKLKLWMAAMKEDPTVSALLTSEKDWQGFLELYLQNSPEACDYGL
# PAD4 inh: blocks human protein arginine deiminase 4; recombinant PAD4, RCA probe fluorescence polarization; 330,000 tested, 0.41% active; Q9UM07; inhibition, % at 6.36 µM;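 active means percent inhibition above a cutoff equal to the mean of all tested compounds plus 3 SD, cut at about 15% in these data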;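 further: 0% = PAD4 with RCA probe and DMSO and 100% = probe without PAD4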
# PAFAH1B3 FP inh: blocks human PAF acetylhydrolase 1B catalytic subunit 3; 340,000 tested, 0.28% active; Q15102; inhibition, % at 3.39 µM; recombinant PAFAH1B3, FP-rhodamine probe, fluorescence polarization;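 active means inhibition above the screen-wide average of all tested compounds plus 3 SD, cut at about 25% in these data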;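 further: 0% = enzyme with DMSO only and 100% = wells lacking PAFAH1B3 protein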
# PREPL inh: human PREPL enzyme inhibition; inhibition, % at 5.96 µM; recombinant PREPL, fluorescence polarization activity-based probe; Q4J6C6; 320,000 tested, 0.68% active; AID 2751; in the data active means inhibition above about 43%;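 further: 0% = enzyme with DMSO and 100% = wells lacking enzyme; many of its hits are not listed in these tables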
# LYPLA2 inh: LYPLA2 (human) inhibition in PME1 counter-screen; O95372; recombinant LYPLA2, FP-Rh probe fluorescence polarization; inhibition, % at 5.9 µM; 320,000 tested, 0.38% active; AID 2177;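 active means inhibition above the screen-wide mean plus 3 SD, limit set per campaign, cut at about 26% in these data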;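 further: 0% = LYPLA2 with DMSO and 100% = wells lacking LYPLA2 enzyme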
# LYPLA1 inh: blocks human lysophospholipase 1, a PME1 counter-screen; O75608; recombinant LYPLA1, FP-Rh probe fluorescence polarization; inhibition, % at 5.9 µM; 320,000 tested, 0.16% active; AID 2174;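 active means inhibition above the mean of all tested compounds plus 3 SD, set per campaign, cut at about 14% in these data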;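 further: inhibitors block serine hydrolase probe labeling of LYPLA1 so polarization falls; 0% = enzyme with DMSO and 100% = wells lacking LYPLA1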
# Target sequence (O75608 whole entry, looked up): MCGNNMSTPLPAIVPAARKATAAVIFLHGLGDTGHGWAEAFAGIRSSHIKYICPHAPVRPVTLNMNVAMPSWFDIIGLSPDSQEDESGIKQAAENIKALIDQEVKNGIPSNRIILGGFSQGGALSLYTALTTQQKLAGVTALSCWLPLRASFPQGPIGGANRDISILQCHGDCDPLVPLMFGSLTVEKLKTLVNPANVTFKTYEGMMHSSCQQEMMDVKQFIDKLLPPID
# pPAFAH FP inh: inhibitors of human plasma PAF acetylhydrolase (pPAFAH) | AID 463082 | recombinant pPAFAH, FP-rhodamine probe fluorescence polarization | inhibition, % at 3.39 µM | 330,000 tested, 1.5% active | Q13093;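 active means inhibition above the mean inhibition across the screen plus 3 SD, cut at about 25% in these data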;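 further: inhibitors block binding of the rhodamine activity-based probe so polarization drops; 0% = enzyme with DMSO and 100% = wells lacking pPAFAH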
# Target sequence (Q13093 whole entry, looked up): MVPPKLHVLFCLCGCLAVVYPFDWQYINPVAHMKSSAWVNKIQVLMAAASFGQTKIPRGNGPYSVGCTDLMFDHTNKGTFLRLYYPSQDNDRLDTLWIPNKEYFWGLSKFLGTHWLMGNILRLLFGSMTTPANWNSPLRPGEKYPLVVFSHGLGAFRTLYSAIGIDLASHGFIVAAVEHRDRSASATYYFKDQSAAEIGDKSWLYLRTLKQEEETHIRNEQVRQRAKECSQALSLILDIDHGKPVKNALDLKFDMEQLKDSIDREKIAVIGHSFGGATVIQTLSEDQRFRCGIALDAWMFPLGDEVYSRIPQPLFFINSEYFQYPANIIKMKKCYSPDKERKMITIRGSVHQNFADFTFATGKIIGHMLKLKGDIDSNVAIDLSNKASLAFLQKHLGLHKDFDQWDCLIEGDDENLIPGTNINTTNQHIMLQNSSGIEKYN
# PAFAH1B2 inh: inhibitors of human PAFAH1B2; P68402; recombinant PAFAH1B2, FP-rhodamine activity probe, fluorescence polarization; inhibition, % at 3.39 µM; 340,000 tested, 1.2% active; AID 492953;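 active means inhibition above the mean of all tested compounds plus 3 SD, cut at about 24% in these data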;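 further: 0% = enzyme with DMSO and 100% = wells lacking PAFAH1B2; many of its hits are not listed in these tables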
# PME-1 inh: blocks human protein phosphatase methylesterase 1. Q9Y570. recombinant PME-1, FP-Rh probe fluorescence polarization. inhibition, % at 5.9 µM. 320,000 tested, 0.53% active. AID 2130;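 active means inhibition above the campaign mean of all compounds plus 3 SD, cut at about 26% in these data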;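 further: competitive labeling of PME-1 active site by serine hydrolase directed probe; 0% = PME-1 with DMSO and 100% = wells lacking PME-1 enzyme; inhibitors block probe labeling so polarization falls and inhibition rises; many of its hits are not listed in these tables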
# The depositor's hits bear a star; . = no result given. Not all compounds are listed; count on the stated rates, not on these rows.
Compound	PAFAH1B2 inh	pPAFAH FP inh	PAFAH1B3 FP inh	PAD4 inh	LYPLA2 inh	PME-1 inh	GSTO1 inh	LYPLA1 inh	PREPL inh
CCc1ccc(/C=N\n2cnnc2)cc1	3	-1	4	-1	4	-9	5	0	15
CCOC(=O)c1cc(C#N)c(SC(C)C(=O)NC2CCCCC2)nc1C (stereo unspecified)	5	-1	-4	0	-3	-3	.	-2	1
Cc1cccc(N=Nc2cn[nH]c2-c2ccco2)c1	-2	10	6	-8	-1	-2	-11	-4	-15
O=C(CSc1nc2ccccc2[nH]1)N/N=C/c1ccco1	6	3	0	0	6	-1	-1	2	-7
Cc1ccc(CC(=O)N/N=C/c2ccc3c(c2)OCO3)cc1	-1	1	5	3	12	6	-3	2	19
CC(C)Cc1nnc(NC(=O)CCC(=O)NC2CCCCC2)s1	5	5	16	-2	3	4	-5	2	3
COc1ccc2cc(CCNS(=O)(=O)c3ccc(NC(C)=O)cc3)c(=O)[nH]c2c1	-1	2	1	-3	3	3	0	0	2
CCCC(=O)Nc1ccc2oc(-c3cncc(Br)c3)nc2c1	1	5	4	-3	0	-6	0	-2	-8
Cc1cc(/C=N/NS(=O)(=O)c2ccc(F)c(Cl)c2)no1	-2	3	6	0	-2	-2	5	0	3
O=C1OC2(CCCCC2)OC(=O)C1=CNc1ccc2c(c1)OCO2	1	-2	1	-3	10	4	1	2	20
CC(=O)c1cnc2sccn2c1=O	2	3	-3	-2	0	-6	1	2	-8
Cc1cccc(OCC(=O)N(Cc2nnc(-c3ccccc3Cl)o2)C2CC2)c1	5	3	8	0	3	2	.	-1	-8
CCOC(=O)C1=C(C)Nc2ncnn2C1/C=C/c1ccccc1 (stereo unspecified)	3	3	6	4	10	0	0	3	-19
COc1ccc([N+](=O)[O-])cc1NC(=O)C(C)N1CCN(C(=O)c2ccco2)CC1 (stereo unspecified)	2	-3	7	-4	-2	-5	-6	16*	7
Cc1ccc(NC(=O)N2CCc3ccccc3C2)cc1	1	2	6	0	2	-2	0	3	1
COc1cccc(-c2csc(N3CCN(C(=O)Nc4ccccc4Cl)CC3)n2)c1	0	8	7	-3	-5	-4	1	-2	16
O=C1C2C3C=CC(C2C(=O)N1c1ccccc1O)C1C2C(=O)N(c4ccccc4O)C(=O)C2C31 (stereo unspecified)	-1	3	-1	-2	0	-6	11	0	-2
O=C(CSCc1ccccc1)Nc1nccs1	3	-1	6	-9	1	-1	1	-2	2
Nc1nnc(SCC(=O)NCCOc2ccccc2)s1	4	-4	6	0	-1	6	4	-2	2
O=C(c1cc2ccccc2cc1O)N1CCN(c2ccc([N+](=O)[O-])cc2)CC1	-1	4	2	5	-2	4	-6	-1	24
CC(=O)N1CCSc2ccc(S(=O)(=O)Nc3ccc(C)cc3)cc21	8	25*	2	-2	8	6	19	0	23
CC(C)C(NC(=O)c1ccccc1NC(=O)c1ccco1)C(=O)O (stereo unspecified)	1	2	0	2	2	2	3	0	16
COc1ccc(C(=O)NCCc2ccc(Cl)cc2)cc1S(=O)(=O)N1CCCCC1C (stereo unspecified)	12	1	1	-4	-5	1	.	-4	23
CC(O)Cn1c(N2CCCC2)nc2c1c(=O)[nH]c(=O)n2C (stereo unspecified)	3	3	3	-1	0	-3	-1	0	-2
CCOC(=O)c1c(-c2ccccc2)cn2c(C)cc(C)nc12	11	4	11	1	-2	1	-12	1	2
c1ccc(CN(Cc2ccccc2)c2ncnc3c2nnn3Cc2ccccc2)cc1	.	2	.	-1	-7	3	0	-4	0
CC1CCCC(C)N1NC(=O)c1cccc(S(=O)(=O)N2CCc3ccccc32)c1 (stereo unspecified)	2	0	6	-9	-7	2	-3	-7	12
CCOC(=O)C1CCN(C(=O)c2cccc(S(=O)(=O)N3CCc4ccccc43)c2)CC1	1	2	5	0	1	13	.	-2	6
O=C(c1ccc2c(c1)OCO2)N1CCCC1	7	4	2	-3	3	-5	4	-6	-9
COc1ccc(S(=O)(=O)NC(CC(=O)NCc2ccco2)C(C)C)cc1 (stereo unspecified)	1	2	5	-1	1	2	-1	2	-5
CCOC(=O)c1c(C)[nH]c(C(=O)OCc2ccc([N+](=O)[O-])cc2)c1C	3	6	-8	-5	5	3	5	5	-11
CCCCc1ccc(NC(=S)NCCc2ccc(F)cc2)cc1	3	-13	-1	-8	-33	-22	-6	-17	-3
O=C(NCCNC(=O)c1ccc(-c2ccc(Cl)c(Cl)c2)o1)c1cnccn1	-2	-2	7	-2	-12	-2	-2	-24	-105
CC1(C)CC(=O)c2c(-c3cccs3)n[nH]c2C1	-2	-1	6	-1	0	-4	4	-2	9
COc1ccc(NC(=O)c2sc3nc(N4CCOCC4)c4c(c3c2N)CC(C)(C)OC4)c(OC)c1	0	-1	1	-3	3	1	1	6	1
O=C(OC[C@@H]1CCCN2CCCC[C@H]12)c1cc2ccccc2oc1=O	1	-1	0	0	10	-1	2	2	15
Cc1[nH]nc2c1C(c1c[nH]c3ccccc13)C(C#N)=C(N)O2 (stereo unspecified)	.	2	.	1	1	-1	9	1	0
Cc1c(C)c2cc3c(C)coc3cc2oc1=O	4	3	-1	2	3	-2	2	-4	-1
Clc1cc2c(c(Cn3cnc4ccccc43)c1)OCOC2	5	18	7	-3	6	7	0	-2	-15
Cc1cc(C)n(CC(=O)N/N=C/c2ccc3c(c2)OCO3)n1	-7	7	11	-4	6	2	-5	6	2
COc1ccc(CN2CCCCC2C(=O)Nc2ccc(OC)c(OCC(C)C)c2)cc1OC (stereo unspecified)	3	2	3	-3	0	-5	9	-2	17
CC1(CCC#N)N=C(SCCC#N)N(c2ccccc2)C1=O (stereo unspecified)	-3	-2	-1	-1	-2	3	0	-2	3
S=c1[nH]c2cc3c(cc2[nH]1)OCCO3	3	-7	7	0	-2	1	4	-1	-3
Cc1ccc(NS(=O)(=O)c2cc(C(=O)N3CCN(C)CC3)ccc2C)cc1	6	5	4	-3	5	1	4	0	-4
CCOC(=O)C1CCN(C(=O)CNS(=O)(=O)c2cccs2)CC1	6	0	11	0	2	11	3	4	2
CSc1ccc(CN2CCC(C(=O)NCc3ccc(C)cc3)CC2)cc1	3	4	-5	-6	10	-3	-5	1	-18
O=C1CN(C(=O)CNC(=O)c2ccc(Cl)cc2Cl)CCN1	11	5	1	-2	2	-2	-1	0	2
Cc1ccc(Sc2nc3c(c(=O)[nH]c(=O)n3C)n2CCc2ccccc2)cc1	8	-7	1	-8	-11	-6	12	-4	-22
O=C(NCc1ccccc1)c1cccc(NC(=O)c2ccco2)c1	-1	3	7	4	1	1	-3	-2	-7
NS(=O)(=O)c1ccc(Nc2ccc3cc(S(=O)(=O)N4CCCCC4)ccc3n2)cc1	5	-10	-3	0	-30	-19	-50	-22	10
O=C(NCC(=O)N(Cc1cccs1)C(C(=O)NC1CCCC1)c1ccncc1)c1ccco1 (stereo unspecified)	3	2	6	2	8	-2	-1	-1	6
CCCCOC(=O)C(C)c1c(C)[nH]c(=S)[nH]c1=O (stereo unspecified)	0	5	1	-7	5	0	6	2	5
COC(=O)C1C(c2ccc(OC)cc2)NC(=O)NC1(O)C(F)(F)Cl (stereo unspecified)	7	2	5	-1	1	-7	-3	-1	-2
CCOc1ccc(CCNC(=O)CCc2nnc3ccc(N4CCCCC4)nn23)cc1OCC	5	1	4	1	1	2	7	2	4
CCOC(=O)c1c(C)n(C)c2cc([N+](=O)[O-])c(O)c([N+](=O)[O-])c12	6	4	5	-4	-1	0	9	1	-3
O=C(Nc1ncccc1O)c1cccc(S(=O)(=O)NCc2ccccc2)c1	21	5	4	-4	2	5	10	-1	-3
CCOc1ccc(C(=O)NC2CC(C)(C)NC(C)(C)C2)cc1	0	6	6	-1	8	-4	3	0	2
Cc1cc(C)cc(C(=O)NC(CC(N)=O)c2ccc(NCC3CC3)c([N+](=O)[O-])c2)c1 (stereo unspecified)	1	4	-4	0	8	-2	0	1	-2
CCCNC(=O)c1ccc(N2CCC3(CC2)CC(c2cccc(Br)c2)=NO3)c(NC(=O)c2ccc(Br)cc2)c1	-2	-6	2	-1	-12	-15	-13	-9	-3
COc1ccc(N2CCN(c3oc(-c4ccccc4OC)nc3C#N)CC2)cc1	1	13	4	-1	10	-6	-8	7	52*
CC(/C=C1\SC(=Nc2cccnc2)NC1=O)=C\c1ccccc1	3	-10	3	-2	-29	-19	-32	-12	0
Cc1ccc(OCC(=O)N2N=C(c3cccnc3)CC2(O)C(F)(F)F)cc1C (stereo unspecified)	-4	0	5	-4	3	13	3	1	0

# 13 of these compounds, set out differently.
# Values run as follows: PAFAH1B2 inh | pPAFAH FP inh | PAFAH1B3 FP inh | PAD4 inh | LYPLA2 inh | PME-1 inh | GSTO1 inh | LYPLA1 inh | PREPL inh
O=C(NCc1ccccc1)c1cccc(NC(=O)c2ccco2)c1
→ -1 | 3 | 7 | 4 | 1 | 1 | -3 | -2 | -7
NS(=O)(=O)c1ccc(Nc2ccc3cc(S(=O)(=O)N4CCCCC4)ccc3n2)cc1
→ 5 | -10 | -3 | 0 | -30 | -19 | -50 | -22 | 10
O=C(NCC(=O)N(Cc1cccs1)C(C(=O)NC1CCCC1)c1ccncc1)c1ccco1 (stereo unspecified)
→ 3 | 2 | 6 | 2 | 8 | -2 | -1 | -1 | 6
CCCCOC(=O)C(C)c1c(C)[nH]c(=S)[nH]c1=O (stereo unspecified)
→ 0 | 5 | 1 | -7 | 5 | 0 | 6 | 2 | 5
COC(=O)C1C(c2ccc(OC)cc2)NC(=O)NC1(O)C(F)(F)Cl (stereo unspecified)
→ 7 | 2 | 5 | -1 | 1 | -7 | -3 | -1 | -2
CCOc1ccc(CCNC(=O)CCc2nnc3ccc(N4CCCCC4)nn23)cc1OCC
→ 5 | 1 | 4 | 1 | 1 | 2 | 7 | 2 | 4
CCOC(=O)c1c(C)n(C)c2cc([N+](=O)[O-])c(O)c([N+](=O)[O-])c12
→ 6 | 4 | 5 | -4 | -1 | 0 | 9 | 1 | -3
O=C(Nc1ncccc1O)c1cccc(S(=O)(=O)NCc2ccccc2)c1
→ 21 | 5 | 4 | -4 | 2 | 5 | 10 | -1 | -3
CCOc1ccc(C(=O)NC2CC(C)(C)NC(C)(C)C2)cc1
→ 0 | 6 | 6 | -1 | 8 | -4 | 3 | 0 | 2
Cc1cc(C)cc(C(=O)NC(CC(N)=O)c2ccc(NCC3CC3)c([N+](=O)[O-])c2)c1 (stereo unspecified)
→ 1 | 4 | -4 | 0 | 8 | -2 | 0 | 1 | -2
CCCNC(=O)c1ccc(N2CCC3(CC2)CC(c2cccc(Br)c2)=NO3)c(NC(=O)c2ccc(Br)cc2)c1
→ -2 | -6 | 2 | -1 | -12 | -15 | -13 | -9 | -3
COc1ccc(N2CCN(c3oc(-c4ccccc4OC)nc3C#N)CC2)cc1
→ 1 | 13 | 4 | -1 | 10 | -6 | -8 | 7 | 52*
CC(/C=C1\SC(=Nc2cccnc2)NC1=O)=C\c1ccccc1
→ 3 | -10 | 3 | -2 | -29 | -19 | -32 | -12 | 0
